High-throughput results from PubChem.
UBC13 polyUb: blocks human UBC13 polyubiquitin chain formation; P61088; TR-FRET; inhibition, % at 20 µM; 330,000 tested, 0.47% active; AID 485273; in the data active = inhibition above about 45%, passing the limit was not always enough
Target sequence (P61088 whole entry, looked up): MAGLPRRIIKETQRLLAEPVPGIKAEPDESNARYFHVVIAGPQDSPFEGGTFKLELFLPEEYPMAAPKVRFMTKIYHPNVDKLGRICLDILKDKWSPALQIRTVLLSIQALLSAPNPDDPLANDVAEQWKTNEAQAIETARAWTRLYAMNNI
SENP8 block-1: inhibitors of human SENP8 protease. Q96LD8. recombinant SENP8, Nedd8 substrate fluorescence. inhibition, % at 20 µM. 360,000 tested, 0.64% active. AID 602440; in the data active = inhibition mostly above about 40%, no sharp cut-off; inactive = mostly below about 27%
Target sequence (Q96LD8 whole entry, looked up): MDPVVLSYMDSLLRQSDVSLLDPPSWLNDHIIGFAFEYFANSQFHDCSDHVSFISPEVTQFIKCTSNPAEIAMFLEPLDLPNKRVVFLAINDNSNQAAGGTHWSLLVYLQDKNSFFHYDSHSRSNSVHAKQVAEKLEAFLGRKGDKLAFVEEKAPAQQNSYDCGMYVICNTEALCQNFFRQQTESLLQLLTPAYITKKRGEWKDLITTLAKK
SENP1 FRET inh: inhibitors of human SENP1 SUMO protease catalytic domain; Q9P0U3; recombinant SENP1 catalytic domain, CyPet-SUMO1-YPet FRET cleavage; inhibition, % at 10 µM; 360,000 tested, 0.21% active;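 active = inhibition at least 30% at 10 µM, raw YFP signal under a set limit, fluorescence ratio 0.5 to 1.5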;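 note: 0% = enzyme with DMSO and 100% = no enzyme wells; some results filed as inactive read as strong as hits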
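Assay system: hSENP1 catalytic domain, recombinant. Amount: SENP1 enzyme, 20 pM final. Schedule: 50 min reaction, RT, dark. Technique: FRET, CFP and YFP emission. Control set: no-enzyme wells low, DMSO-plus-enzyme wells high control.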
Apaf-1 inh: inhibitors of human Apaf-1 apoptosome; inhibition, % at 20 µM; reconstituted apoptosome caspase-3 activity, DEVD-Rh110 fluorescence; 330,000 tested, 0.71% active; O14727; active = inhibition of at least 40% at 20 µM;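 note: plate controls were DMSO wells for no effect and DEVD-CHO caspase inhibitor wells for full effect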
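detection = Rh110 fluorescence intensity | test system = biochemical Apaf-1 apoptosome reconstitution | also added = cytochrome c and DEVD-Rh110 substrate | schedule = 30 min plus 50 min, RT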
SENP8 block-2: blocks the human protease SENP8. AID 2540. purified SENP8, Z-RLRGG-aminoluciferin cleavage, luminescence. inhibition, % at 10 µM. 330,000 tested, 1.2% active; in the data active = inhibition above about 50%
SENP7 block: SENP7 protease inhibition. recombinant SENP7, Z-RLRGG-aminoluciferin luminescence, 40 min. inhibition, % at 5 µM. 330,000 tested, 1.5% active. AID 434973;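 active = inhibition above about 50% at the single test dose, limit read from the data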;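 note: plate controls were DMSO with enzyme for no effect and no enzyme buffer wells for full effect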
Target sequence (Q9BQF6 706-1050 limits assumed): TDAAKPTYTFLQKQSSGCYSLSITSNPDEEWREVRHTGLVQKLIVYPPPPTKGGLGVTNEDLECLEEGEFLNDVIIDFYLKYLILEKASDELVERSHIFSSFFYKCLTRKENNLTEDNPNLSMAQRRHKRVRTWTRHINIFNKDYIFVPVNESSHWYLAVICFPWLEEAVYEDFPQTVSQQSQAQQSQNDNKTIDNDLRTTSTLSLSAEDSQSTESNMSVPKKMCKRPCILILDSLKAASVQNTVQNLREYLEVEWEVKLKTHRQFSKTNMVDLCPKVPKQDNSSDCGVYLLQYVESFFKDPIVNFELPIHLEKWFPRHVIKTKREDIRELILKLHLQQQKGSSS
SENP6 inh: blocks the human protease SENP6; Q9GZR1; Recombinant SENP6 catalytic domain, aminoluciferin luminescence; inhibition, % at 10 µM; 330,000 tested, 1.8% active;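 active = inhibition above about 50% at the single tested dose, limit read from the data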;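 note: plate controls were DMSO wells with enzyme for no effect and DMSO wells lacking enzyme for full effect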
A3G deaminase: blocks human APOBEC3G single-stranded DNA deamination; Q9HC16; recombinant A3G, ssDNA deamination FAM/TAMRA fluorescence; inhibition, % at 20 µM; 330,000 tested, 0.28% active; AID 493012;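 active = inhibition of at least 40% at 20 µM, with no more than 30% in the related APOBEC3A deaminase screen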;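 note: plate controls were DMSO wells with A3G for no effect and wells lacking A3G enzyme for full effect; some compounds called inactive have numbers as strong as hits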
Starred values were filed as active, the others as inactive; i = inactive; x = no result given.

SMILES	UBC13 polyUb	SENP8 block-1	SENP1 FRET inh	Apaf-1 inh	SENP8 block-2	SENP7 block	SENP6 inh	A3G deaminase
Cc1c(NC(=S)NC(=O)c2ccccc2Cl)c(=O)n(-c2ccccc2)n1C	-4	13	1	0	6	2	-15	-5
Cc1ccccc1NC(=O)CSc1nc(Nc2ccccc2)nc(N2CCOCC2)n1	3	21	0	21	0	-1	-4	-4
CC(=O)c1cccc(NC(=O)COC(=O)COc2c(Cl)cc(Cl)c3ccc(C)nc23)c1	11	-13	0	9	1	-3	4	4
CCCCNC(=O)CSc1nnc(Cc2ccccc2)n1CC	4	23	-1	-2	4	8	-22	-3
CN(C)S(=O)(=O)c1ccc(C(=O)Nc2ccccc2OC(F)(F)C(F)F)cc1	2	17	5	-1	3	2	-9	2
CCOc1nc2ccccc2nc1NS(=O)(=O)c1ccccc1	21	-61	-14	-25	1	-7	-2	0
CCOC(=O)Cn1c(Br)nc2c1c(=O)[nH]c(=O)n2C	-2	4	0	-23	1	1	-13	-5
COc1ccc(NC(=O)CN2CCc3ccccc3C2)c([N+](=O)[O-])c1	-10	19	-9	8	-4	-9	-4	-1
CC(C)(OC1OC(CO)C(O)C(O)C1O)[C@H]1Oc2ccc3ccc(=O)oc3c2[C@H]1O (stereo partly drawn)	3	i	0	-7	22	-2	35	-5
CCOc1cc(CN2CCN(c3cccc(C(F)(F)F)c3)CC2)ccc1OC	8	4	1	6	4	0	-19	-3
O=C(Oc1cccc2cccnc12)c1cccc(N2C(=O)C3C4CCC(C4)C3C2=O)c1 (stereo not drawn)	-9	x	x	-2	1	3	-6	-3
Cc1ccc(NC(=O)CCSc2nnc(C)o2)cc1	-8	11	1	-15	-5	14	8	-2
O=C(COC(=O)c1ccc(S(=O)(=O)N2CCCCC2)cc1)NCc1ccccc1	5	9	2	-7	3	9	-2	-8
COc1nc(NCc2cccnc2)nc(NC2CCCCC2)n1	5	-5	0	0	-2	1	11	-2
COc1ccc(NC(=O)CSCC(=O)N(C)CC(=O)Nc2ccc(Cl)c(C(F)(F)F)c2)cc1	6	24	0	16	13	-6	1	-6
Cc1ccc(S(=O)(=O)NC(C)C(=O)Nc2ccc3c(c2)OCO3)cc1 (stereo not drawn)	3	-1	-3	2	2	1	0	-3
COC(=O)c1cnn2c3c(c(C)nc12)CCCC3	23	-297	-2	-15	-9	-2	-5	-9
Cc1cc(C)nc(NN2C(=O)C=CC2=O)n1	-5	-30	0	9	-1	6	-4	35
Cc1ccc(C(C(=O)NC(C)(C)C)N(CCCN2CCOCC2)C(=O)c2ccc(-c3ccccc3)[nH]2)o1 (stereo not drawn)	2	2	2	9	-2	8	2	1
O=C(O)/C=C/c1cn(-c2ccccc2)nc1-c1ccc2c(c1)OCCO2	2	-162	2	4	-22	7	-27	0
CCC(=O)Nc1cc2c(cc1C(=O)c1ccccc1)OCCO2	-2	16	2	14	7	3	-6	-2
Cc1ccccc1Cn1nnc(C(=O)Nc2cccc(C)c2C)c1N	-19	20	3	27	-4	-14	-9	-3
O=C(Nc1ccc(OC(F)(F)F)cc1)C1CCCCN1S(=O)(=O)c1ccccc1 (stereo not drawn)	6	10	1	26	3	0	-11	-7
OCCC1CN(Cc2ccc(-n3cccn3)cc2)CCN1Cc1ccccc1 (stereo not drawn)	4	7	-2	0	3	0	2	3
CC(C)NC(=O)CC1Nc2c3ccccc3nc(=S)n2C1=O (stereo not drawn)	18	12	4	-8	1	-1	-4	-3
CC(C)C(=O)Nc1cccc(C(=O)Nc2ccc(S(=O)(=O)N3CCOCC3)cc2)c1	6	32	0	-13	-8	-6	13	-8
CSc1ccccc1-n1nnnc1SCc1ccccc1	4	6	-1	5	1	10	6	-11
Cc1nnc(SCC(=O)Nc2ccc3c(c2)OCO3)[nH]c1=O	2	10	1	-17	-10	-1	-8	-6
Cc1ccc(N(C(=O)C2CCCC2)C2C=CS(=O)(=O)C2)cc1 (stereo not drawn)	5	21	0	-1	2	1	18	-5
C=C(C)COc1ccc(-c2ncncc2-c2ccccc2)c(O)c1	0	-14	-2	13	5	5	5	-8
CN(C(=O)COC(=O)c1c2c(nc3ccccc13)CCCC2)c1c(N)n(Cc2ccccc2)c(=O)[nH]c1=O	2	10	-2	15	9	-2	-3	-11
O=C(Nc1ccc(Br)c(Cl)c1)C1CC1	8	11	3	5	-11	-7	-4	-3
COc1cccc(C2CCCN2Cc2nc(CC3CC3)no2)c1 (stereo not drawn)	-4	4	-2	7	2	-8	2	-3
COc1cc(CCC(=O)NNC(=O)c2cccc(Cl)c2)cc(OC)c1OC	5	13	3	-1	17	4	7	-2
Nc1c(S(=O)(=O)c2cccs2)c2nc3ccccc3nc2n1Cc1ccc2c(c1)OCO2	0	-280	-16	-1	-8	-2	-9	-3
Cc1ccccc1N1CCN(CC(=O)Nc2nc(C)c(C(=O)N(C)C)s2)CC1	-5	7	-1	0	9	3	12	8
CCN(CC)S(=O)(=O)c1cccc(C(=O)Nc2ccc(Cl)cn2)c1	8	34	0	9	-1	4	-2	-2
COc1ccccc1NC(=O)COC(=O)/C=C/c1ccc2c(c1)OCO2	-2	-312	1	9	-2	-4	8	4
Cc1ccccc1NC(=O)NCc1cccnc1	3	10	0	-5	-3	5	6	13
O=C(NCc1ccccc1Cl)c1ccc2nnsc2c1	1	18	1	-6	-13	5	-9	-7
Cc1nnc(NC(=O)c2ccc(-c3ccc(Cl)cc3)o2)s1	6	-450	0	5	-4	16	-20	-4
CNC(=S)N(Cc1ccc2c(c1)OCO2)C1CC(=O)N(c2ccccc2)C1=O (stereo not drawn)	5	21	3	-3	0	-1	-2	-6
CCN(c1ccc(NC(=O)COC(=O)c2ccc(C)c(S(=O)(=O)N3CCOCC3)c2)cc1)C(C)C	6	7	1	17	-1	10	-1	-3
O=C(CN(C(=O)c1ccc2c(c1)OCCO2)c1ccccc1)NCC1CCCO1 (stereo not drawn)	-6	-2	1	-2	-6	-2	-8	-1
NC(=O)c1ccc(F)cc1	-3	6	2	3	-4	-8	-27	-6
C(=N\n1cnnc1)/c1cccc(Oc2ccccc2)c1	-5	11	3	1	-8	-3	-10	-6
CCCCc1c(C)nc2ccccc2c1SCCC(=O)O	-5	16	2	8	-11	-1	-16	-9
C=CCn1cc(-c2cccc(Cl)c2)cc(C#N)c1=O	6	-500	0	-4	-6	0	-3	-2

Five structures already listed, ordered by count of non-hydrogen atoms, rising.
SMILES	UBC13 polyUb	SENP8 block-1	SENP1 FRET inh	Apaf-1 inh	SENP8 block-2	SENP7 block	SENP6 inh	A3G deaminase
COC(=O)c1cnn2c3c(c(C)nc12)CCCC3	23	-297	-2	-15	-9	-2	-5	-9
CC(C)NC(=O)CC1Nc2c3ccccc3nc(=S)n2C1=O (stereo not drawn)	18	12	4	-8	1	-1	-4	-3
CCC(=O)Nc1cc2c(cc1C(=O)c1ccccc1)OCCO2	-2	16	2	14	7	3	-6	-2
COc1cc(CCC(=O)NNC(=O)c2cccc(Cl)c2)cc(OC)c1OC	5	13	3	-1	17	4	7	-2
CC(C)(OC1OC(CO)C(O)C(O)C1O)[C@H]1Oc2ccc3ccc(=O)oc3c2[C@H]1O (stereo partly drawn)	3	i	0	-7	22	-2	35	-5

Next part.
SMILES	UBC13 polyUb	SENP8 block-1	SENP1 FRET inh	Apaf-1 inh	SENP8 block-2	SENP7 block	SENP6 inh	A3G deaminase
Cc1ccc(NC(=O)c2cccc(S(=O)(=O)N3CCCc4ccccc43)c2)nc1	7	4	-1	1	-2	5	7	-5
CCn1cc(S(=O)(=O)Nc2nc3ccc(OC)cc3s2)cn1	-1	9	1	-3	-4	-2	-18	-8
Cc1cc(Nc2ccccc2)cc(=O)n1C	-10	9	-4	-15	4	7	-1	4
O=C(Cn1cnc2ccccc2c1=O)Nc1ccc(S(=O)(=O)N2CCCC2)cc1	5	7	0	5	-3	2	1	1
Cc1ccc(NC(=O)C2(S(=O)(=O)c3ccc(C)cc3)CC2)cc1	2	1	0	-14	7	1	14	-5
COc1ccc(-c2sc(NC(=O)c3ccc(C)cc3)nc2-c2ccc([N+](=O)[O-])cc2)cc1	-20	-18	7	-10	7	6	-9	-3
COc1cc(/C=C/C(=O)OCC(=O)N(C)Cc2ccccc2)ccc1O	4	-384	-62	-2	-1	6	-7	-5
CC(C)c1ccc(NC(=O)C2CC(=O)N(C3CCCC3)C2)cc1 (stereo not drawn)	-2	10	1	-96	6	3	-1	-12
COc1cc2c(cc1OC)CN(C(=O)CSc1nnc(C)s1)CC2	1	-111	-1	1	-9	-9	-8	-7
Cc1nnc2ccc(-c3cccc(NS(C)(=O)=O)c3)nn12	4	-9	3	-13	-2	-8	30	-9
COc1ccc(/C=C(\C#N)C(=O)NCCc2ccccc2)cc1OCc1ccccc1	-2	-130	-4	23	-6	6	-3	-2
COc1cccc(C2=CC(=O)C[C@H](c3ccc4c(c3)OCO4)C2)c1	6	10	-1	12	14	-7	-1	-8

Exported with values under each structure: three of the compounds above.
The line under a structure holds: UBC13 polyUb, SENP8 block-1, SENP1 FRET inh, Apaf-1 inh, SENP8 block-2, SENP7 block, SENP6 inh, A3G deaminase
O=C(Cn1cnc2ccccc2c1=O)Nc1ccc(S(=O)(=O)N2CCCC2)cc1
→ 5, 7, 0, 5, -3, 2, 1, 1
Cc1ccc(NC(=O)C2(S(=O)(=O)c3ccc(C)cc3)CC2)cc1
→ 2, 1, 0, -14, 7, 1, 14, -5
COc1ccc(-c2sc(NC(=O)c3ccc(C)cc3)nc2-c2ccc([N+](=O)[O-])cc2)cc1
→ -20, -18, 7, -10, 7, 6, -9, -3

Other records.
SMILES	UBC13 polyUb	SENP8 block-1	SENP1 FRET inh	Apaf-1 inh	SENP8 block-2	SENP7 block	SENP6 inh	A3G deaminase
CCc1n[nH]c(=S)n1/N=C/c1ccccn1	1	13	0	1	-4	-7	-15	16
COc1ccc(Cl)cc1NC(=O)CN1CCC(n2nnc3cc(C)ccc32)CC1	46*	8	-1	24	-5	12	7	-1
CC(Sc1nc2ccccc2[nH]1)C(=O)Nc1ccccc1F (stereo not drawn)	17	8	3	3	1	4	-13	-5
COc1ccc(NC(=S)N2CCN(C)CC2)cc1	-2	21	6	-13	0	-7	-4	-2
